Bioassay records as filed in PubChem BioAssay.
FBW7 act: activators of human E3 ligase FBW7; Q969H0; AlphaScreen FBW7–phospho-cyclin E peptide binding, activator screen; normalized activity (activation), % at 26.1 µM; hit rate 0.13% among 650,000; AID 1259310; in the data active = normalized activity above about 1.9%;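 also: purified mutant Fbw7 with reduced substrate affinity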
Target sequence (Q969H0 whole entry, looked up): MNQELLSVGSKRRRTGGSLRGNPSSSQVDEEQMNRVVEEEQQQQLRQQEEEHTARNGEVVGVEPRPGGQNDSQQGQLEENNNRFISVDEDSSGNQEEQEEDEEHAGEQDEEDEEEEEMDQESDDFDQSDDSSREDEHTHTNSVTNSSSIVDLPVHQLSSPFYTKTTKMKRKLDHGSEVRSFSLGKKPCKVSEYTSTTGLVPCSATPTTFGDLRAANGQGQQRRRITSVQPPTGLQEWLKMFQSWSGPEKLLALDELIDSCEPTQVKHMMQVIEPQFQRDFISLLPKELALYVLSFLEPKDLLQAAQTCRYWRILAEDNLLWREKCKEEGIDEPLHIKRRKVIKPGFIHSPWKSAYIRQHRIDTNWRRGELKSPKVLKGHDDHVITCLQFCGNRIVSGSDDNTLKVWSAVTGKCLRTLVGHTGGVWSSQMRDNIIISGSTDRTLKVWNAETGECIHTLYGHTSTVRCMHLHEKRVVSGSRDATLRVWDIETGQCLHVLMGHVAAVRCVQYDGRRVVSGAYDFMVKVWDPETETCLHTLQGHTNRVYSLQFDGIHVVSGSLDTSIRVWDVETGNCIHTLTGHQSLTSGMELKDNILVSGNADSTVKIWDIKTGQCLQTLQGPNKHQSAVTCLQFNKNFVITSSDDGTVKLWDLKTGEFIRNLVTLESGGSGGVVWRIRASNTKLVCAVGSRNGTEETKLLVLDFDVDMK
GPR151 ag: human GPR151 activation | Q8TDV0 | PathHunter beta-arrestin GPR151 cells, luminescence | activation, % at 11.2 µM | hit rate 1% among 650,000 | AID 1508602; in the data active = activation above about 4.9%;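 also: 0% = median of compound wells and 100% = cells with positive control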
MITF primary: inhibitors of human MITF. O75030. AlphaScreen MITF homodimerization, bead proximity signal. inhibition, % at 2.6 µM. hit rate 0.91% among 650,000. AID 1259374; in the data active = inhibition above about 50%;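 also: 0% = vehicle wells with protein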
TEAD-YAP inh: TEAD-YAP interaction inhibition | hit rate 1.4% among 640,000 | inhibition, % at 9.12 µM | HEK-TIYL cells, TEAD-Gal4/YAP UAS-luciferase luminescence | AID 1259422; in the data active = inhibition above about 32%;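 also: 0% = median of test compound wells and 100% = reference inhibitor wells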
The depositor's hits bear a star; & = joins results of further samples.

SMILES | FBW7 act | GPR151 ag | MITF primary | TEAD-YAP inh
CC(C)N(C(=O)CSc1cn(CC(=O)N2CCCCC2)c2ccccc12)C(C)C | 0.3 | -2.1 | 17 | 22
Cc1ccc(C(C)(C)C)c(OCC(=O)Nc2nccs2)c1 | 0.0 | -0.9 | 11 | 50*
COc1ccc(C)cc1S(=O)(=O)N1CCN(c2ccc(C)cc2)CC1 | 0.1 | -0.9 | 16 | -12
O=C(NC(/C=C/c1ccccc1)c1cc(Cl)c2cccnc2c1O)c1cccnc1 (stereo not drawn) | 0.0 | 0.0 | 4 | 9
O=S1(=O)CCC(S(=O)(=O)N2CCCCC2)C1 (stereo not drawn) | 0.2 | 0.1 | 0 | -11
COc1ccc(/C=C/C(=O)Oc2ccccc2C=O)cc1OC | -0.1 | -0.6 | 12 | 0
CC(C)C(C(=O)O)N1C(=O)/C(=C/c2ccc([N+](=O)[O-])cc2)SC1=S (stereo not drawn) | -0.3 | -0.5 | -5 | -10
CCCCOC(=O)C1=C(C)NC2=C(C(=O)CCC2)C1c1cc(OC)ccc1OC (stereo not drawn) | -0.3 | -0.1 | 0 | 1
C/C(=N\NC(=O)c1nnn(-c2nonc2N)c1-c1ccccc1)c1ccc(F)cc1 | -0.2 | 0.2 | -4 | 8
FC(F)(F)Oc1ccc(Nc2nc(Nc3nc(-c4ccccc4)cs3)nc(N3CCOCC3)n2)cc1 | 0.1 | -0.5 | 6 | 2
CCn1c(SCC(=O)N2CCC(Cc3ccccc3)CC2)nc2c(c1=O)SC(C)C2 (stereo not drawn) | 0.1 | -0.1 | 10 | 5
COc1cc(NC(=O)COc2cc(C)cc(C)c2C)cc(OC)c1 | 0.2 | 1.1 | 6 | 6
O=C1NC(=O)c2c1cccc2[N+](=O)[O-] | 0.0 | -0.4 | 9 | -4
CCCN(CCC)S(=O)(=O)c1ccc(C(=O)Nc2nc(-c3ccc(Cl)c(Cl)c3)cs2)cc1 | -0.1 | 1.1 | -8 | 18
CCOC(=O)c1c(NC(=O)C(C)Sc2nnc(CNC(=O)c3ccc(C)c([N+](=O)[O-])c3)n2C)sc2c1CCCCC2 (stereo not drawn) | -0.1 | 0.8 | 0 | 0
Cc1ccc(CN2CCN(Cc3nc4ccccc4n3C)CC2CCO)cc1 (stereo not drawn) | 0.2 | 19* | 14 | -2
Cc1cc(O)c(C(C)C)cc1N=C1CSC(=O)N1 | -0.1 | 0.0 | 3 | 0
O=C(O)c1cccc(-c2cnn3c(NCc4cccs4)ccnc23)c1 | -0.3 | 1.6 | 8 | 94*
CCOC(=O)c1c(-c2ccccc2)csc1NC(=O)c1ccccc1C | 0.1 | -0.1 | 0 | -7
C=CCSc1nnc2c3cc(F)ccc3n(C)c2n1 | 1.1 | -0.7 | 19 | 6
NC(=O)c1ccccc1NC(=O)CCCCCN1C(=O)c2ccccc2C1=O | -0.1 | 1.4 | 8 | 9
c1ccc(OCCNc2nc(NCc3ccc4c(c3)OCO4)nc3nc[nH]c23)cc1 | 0.0 | 1.8 | -2 | -8
CCCOc1ccc(C2C3=C(CCCC3=O)N(C)C3=C2C(=O)CCC3)cc1OC | -0.1 | -0.2 | -9 | -2
CCN(CC)Cc1cccc2c1COC2 | 0.0 | 0.5 | 8 | 1
CCOC(=O)CN1CCN(S(=O)(=O)c2cccc(OC)c2)C(C(=O)N2CCCC2)C1 (stereo not drawn) | 0.1 | 2.6 | 0 | 4
COc1ccc(C(=O)NNC(=O)CCN2CCOCC2)cc1OC | -0.1 | 0.9 | 20 | 9
CCOC(=O)c1[nH]c2ccc(OC)cc2c1NC(=S)N1CCOCC1 | 0.1 | 1.5 | -8 | -21
CCc1nnc(NC(=O)COC(=O)CN2C(=O)c3ccccc3C2=O)s1 | -0.1 | -0.3 | -12 | -2
COc1ccccc1N1CCN(C2CCCN(Cc3nccn3C)C2)CC1 (stereo not drawn) | 0.2 | -0.5 | 0 | 1
CCCCNC(=O)C(=O)NCc1ccc2c(c1)OCO2 | 0.6 | -0.5 | 5 | -1

Laid out differently: entries from further up
| canonical_smiles | FBW7 act | GPR151 ag | MITF primary | TEAD-YAP inh |
| --- | --- | --- | --- | --- |
| CCN(CC)Cc1cccc2c1COC2 | 0.0 | 0.5 | 8 | 1 |
| CCOC(=O)CN1CCN(S(=O)(=O)c2cccc(OC)c2)C(C(=O)N2CCCC2)C1 (stereo not drawn) | 0.1 | 2.6 | 0 | 4 |
| COc1ccc(C(=O)NNC(=O)CCN2CCOCC2)cc1OC | -0.1 | 0.9 | 20 | 9 |
| CCOC(=O)c1[nH]c2ccc(OC)cc2c1NC(=S)N1CCOCC1 | 0.1 | 1.5 | -8 | -21 |

Remaining list, next part
SMILES | FBW7 act | GPR151 ag | MITF primary | TEAD-YAP inh
CC1CCc2nn(CC(=O)NCCCN3CCCCC3)cc2C1 (stereo not drawn) | 0.1 | -0.3 | 4 | -5
CC(=O)Nc1ccc(NC(=O)C(NC(=O)C2CCCCC2)C(C)C)cc1 (stereo not drawn) | 0.3 | 0.5 | 1 | 8
CCc1ccccc1N1C(=O)NC(=O)/C(=C\c2ccc(N(CC)CC)o2)C1=O | -0.1 | 0.7 | 5 | -15
C=CCN1CCN(c2ccc(C(F)(F)F)cn2)C1=O | 0.6 | 1.3 | -5 | -14
N#C/C(=C/c1cccnc1)C(=O)Nc1cccc(Br)c1 | 0.0 | 0.9 | -5 | -10
CC(=O)Nc1ccccc1NC(=O)CCC1CCCC1 | -0.2 | -0.8 | -13 | 2
COC(=O)NNC(=O)C12CC3CC(CC(C3)C1)C2 | -0.1 | 0.0 | -6 | -2
Cc1ccc(CNC(=O)CCC2CCCN(Cc3ccccn3)C2)o1 (stereo not drawn) | -0.2 | -0.5 | 0 | 12
COc1ccc(Cl)cc1-n1c(/C=C\c2cccc(C(F)(F)F)c2)nc2ccccc2c1=O | 0.1 | 1.6 | 13 | 0
COc1cc2c(cc1OC)C(COc1ccccc1OC)N(C(=O)CSCc1ccccc1)CC2 (stereo not drawn) | -0.1 | -1.1 | 6 | -15
CCCCCCOc1cccc(-n2c(-c3ccc(Cl)cc3)cn3c4c(=O)n(C)c(=O)n(C)c4nc23)c1 | 0.1 | 3.0 | 1 | -14
Nc1ccc2nc(SCC(=O)Nc3ccccc3)sc2c1 | 0.1 | 2.3 | 4 | -38
Cc1nc2c(ccc3nc(NC(=O)c4ccc([N+](=O)[O-])o4)sc32)s1 | 0.1 | 2.7 | -10 | -25
COC(=O)CON1C(=O)CN(C(C)=O)C1c1ccc(Cl)cc1Cl (stereo not drawn) | 0.1 | 1.0 | 18 | 5
Cc1ccc(-c2cc(C(=O)Oc3ccccc3)c3cccc(C)c3n2)cc1 | 0.1 | 0.8 | 1 | -12
OCc1ccc(-c2cnc3c(NCCc4cccnc4)nccn23)cc1 | -0.2 | -0.6 | -3 | -13
O=S(=O)(NCCc1ccsc1)c1ccc2c(c1)CCCC2 | 0.1 | -0.9 | -11 | -7
COCC(=O)NC1CCN(C(=O)N2c3ccccc3Sc3ccccc32)CC1 | -0.2 | -0.8 | 6 | 5
CS(=O)(=O)c1ccc(CNC(=O)c2cccc3cc[nH]c23)cc1 | 0.1 | 1.9 | 7 | -5
CS(=O)(=O)N(CC(N)=O)c1cccc(C(F)(F)F)c1 | 0.0 | 0.8 | 3 | -2
CCN(CC)S(=O)(=O)c1ccc(NC(=O)CNCC(C)O)cc1 (stereo not drawn) | -0.1 | -0.2 | 43 | 0
Cc1ccc2oc(=O)c3cnn(CC(=O)Nc4cccc([N+](=O)[O-])c4C)c3c2c1 | -0.2 | 0.0 | 0 | -5
COCCNC(=O)c1ccccc1NC(=O)CN1C(=O)c2cccc3cccc1c23 | 0.8 | 1.5 | 1 | 7
CC(=O)c1[nH]c(C)c(C(=O)Nc2ccc(F)cc2F)c1C | -0.2 | 1.4 | 3 | -18
Cc1ccc(N2C(=O)c3c(Cl)c(Cl)c(Cl)c(Cl)c3C2=O)cc1 | 0.0 | 1.5 | 15 | 6
CCCN1CCc2c(C(=O)NC(C)c3ccco3)c(OC)cc(=O)n2CC1 (stereo not drawn) | 0.0 | -0.3 | 1 | -3
O=C(Nc1ccc2oc(-c3ccc(F)cc3)nc2c1)c1ccccc1 | 0.0 | 1.4 | -4 | -1
CC(=O)c1sc(=Nc2ccccc2)n(Cc2ccccc2)c1C | -0.1 | 3.2 | 6 | -7
O=C1CSC(=S)N1c1cccc(Br)c1 | 0.1 | -0.2 | -10 | -6
CCOC(=O)c1ccc(NC(=O)CCCc2nc(-c3ccccc3Cl)no2)cc1 | 0.1 | 3.2 | 4 | -16
Cc1ccc(C)n1-c1ccc(Oc2ccc(Br)cc2)cc1 | -0.1 | -1.7 | 4 | -3
CCS(=O)(=O)N(Cc1cccc(OCCN2CCCCC2)c1)C1CC1 | 0.1 | 1.1 | 7 | -3
CC(=O)c1sc(NC(=O)CN2C(=O)c3ccccc3C2=O)nc1C | 0.4 | -2.4 | 13 | -3
CCN1C(=O)c2ccccc2NC12CCCC2 | 0.2 | 0.0 | 2 | 9
Cc1ccc(NC(=O)N2CC(C)Oc3ccc(C)cc32)cc1 (stereo not drawn) | 0.0 | -0.9 | -4 | -7
CN(C)C(=O)c1cccc(-c2cnc(N3CCOCC3)c3nccn23)c1 | -0.5 | 0.1 | -3 | -26
Cc1ccc(NC(=O)CN2CCC(C(=O)c3ccc4c(c3)OCCO4)CC2)cc1Cl | 0.2 | 0.7 | -8 | 6
COCCSc1ccccc1C(=O)NCCc1ccccc1 | 0.0 | 0.1 | -7 | -17
COC(=O)c1c(NC(=O)c2ccccc2C)sc(C)c1C | -0.1 | 0.5 | -14 | -4
Cc1ccccc1-n1c(O)cc(=O)[nH]c1=S | 0.1 | -0.6 | 13 | 9
CO[C@@H]1[C@@H](OC(N)=O)[C@@H](O)[C@H](Oc2ccc3c(O)c(NC(=O)c4ccc(O)c(CC=C(C)C)c4)c(=O)oc3c2C)OC1(C)C | 0.0&0.3 | 0.9&-1.6 | 4&-14 | 9&2
Cn1c(=NC(=O)CS(=O)(=O)c2ccc(F)cc2)sc2cc(F)ccc21 | -0.2 | 3.4 | -5 | -7
Cc1ccc(C(=O)Nc2sc3c(c2C(=O)Nc2ccccn2)CCC(C)C3)cc1 (stereo not drawn) | 0.0 | -0.6 | 3 | 13
CCCN1CC=C2C(C#N)=C(N)C(C#N)(C#N)C(c3cccc(OC)c3OC)C2C1 (stereo not drawn) | 0.6 | -1.0 | 3 | 0
CSc1cccc(CN2CCN3C(=O)[C@H](Cc4ccc(O)cc4)NC(=O)[C@H]3C2)c1 | -0.2 | 1.2 | 1 | 2

Record cards, from the list above. Screens in order: FBW7 act, GPR151 ag, MITF primary, TEAD-YAP inh
COCCSc1ccccc1C(=O)NCCc1ccccc1 across the screens: 0.0, 0.1, -7, -17
Cn1c(=NC(=O)CS(=O)(=O)c2ccc(F)cc2)sc2cc(F)ccc21 across the screens: -0.2, 3.4, -5, -7

Quoted at random: seven entries already listed
SMILES | FBW7 act | GPR151 ag | MITF primary | TEAD-YAP inh
CCCN1CC=C2C(C#N)=C(N)C(C#N)(C#N)C(c3cccc(OC)c3OC)C2C1 (stereo not drawn) | 0.6 | -1.0 | 3 | 0
COC(=O)c1c(NC(=O)c2ccccc2C)sc(C)c1C | -0.1 | 0.5 | -14 | -4
COCCSc1ccccc1C(=O)NCCc1ccccc1 | 0.0 | 0.1 | -7 | -17
Cc1ccc(NC(=O)CN2CCC(C(=O)c3ccc4c(c3)OCCO4)CC2)cc1Cl | 0.2 | 0.7 | -8 | 6
CSc1cccc(CN2CCN3C(=O)[C@H](Cc4ccc(O)cc4)NC(=O)[C@H]3C2)c1 | -0.2 | 1.2 | 1 | 2
CN(C)C(=O)c1cccc(-c2cnc(N3CCOCC3)c3nccn23)c1 | -0.5 | 0.1 | -3 | -26
Cc1ccccc1-n1c(O)cc(=O)[nH]c1=S | 0.1 | -0.6 | 13 | 9

Next entries
SMILES | FBW7 act | GPR151 ag | MITF primary | TEAD-YAP inh
COc1cc(C2C(C(=O)OCCOc3ccccc3)=C(C)NC3=C2C(=O)CC(C)(C)C3)ccc1OCc1ccccc1 (stereo not drawn) | 1.0 | 0.5 | 23 | 5
COc1ccc(NC(=O)c2c(C)cc(Cl)nc2Cl)cc1 | 0.0 | 1.3 | -4 | -2
CCOc1ccc(N(C(C)=O)C2=C(N3CCC(C)CC3)C(=O)c3ccccc3C2=O)cc1 | -0.5 | -0.9 | 31 | 1
CCNC(=O)c1cc2c(=O)n3cccc(C)c3nc2n(CCOC)c1=N | -0.1 | -0.8 | 3 | -6
Cc1ccc(NC(=O)CC2S/C(=N/N=C3\NC(=O)CS3)NC2=O)cc1 (stereo not drawn) | -2.2 | 3.8 | 19 | -6
O=C(Nc1cccnc1)c1ccc(OCC(=O)C2CC2)cc1 | 0.2 | -2.1 | 5 | -20
COc1ccc(C(=O)Nc2ccc(C(=O)Nc3ccc(C)cc3)cc2)cc1 | 0.1 | -0.9 | 26 | 5
O=C(NCc1ccc2c(c1)OCO2)c1noc2c1COc1ccccc1-2 | -0.1 | 1.9 | 9 | 0
Cc1ccc(N2CC(C(=O)NC3CCC(C)CC3)CC2=O)cc1 (stereo not drawn) | -0.1 | 0.1 | -11 | -8
COc1ccc(-c2cc(C#N)on2)c(OC)c1 | -0.1 | 1.2 | -5 | 4
COc1nc(NCCCN2CCCC2=O)nc(-c2ccc(C(=O)NC3CC3)cc2)n1 | 0.0 | -2.0 | 5 | -5
